BCLXL inh – blocks human Bcl-xL binding to Bim BH3 peptide; 320,000 compounds, 0.7% hits; inhibition, % at 10.9 µM; Q07817; GST-Bcl-xL / FITC-Bim BH3 peptide fluorescence polarization;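 active = inhibition above the mean of all tested compounds plus 3 SD, cutoff set per campaign, cut at about 30% in these data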;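 note: 0% = DMSO wells and 100% = unlabeled Bim-BH3 peptide competitor; inhibitors lower millipolarization by displacing the labeled peptide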
GLD-1 TGE inh – GLD-1-TGE RNA interaction inhibition (C. elegans). Q17339. purified GLD-1 + fluorescein TGE RNA, fluorescence polarization. inhibition, % at 5.96 µM. 320,000 compounds, 0.44% hits. AID 2280;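 active = percent inhibition above a per-plate cutoff, the plate mean of test compounds plus 3 SD, cut at about 30% in these data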;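 note: 0% = DMSO wells with GLD-1 and probe and 100% = wells lacking GLD-1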
PME-1 inh – PME-1 (human) inhibition. Q9Y570. recombinant PME-1, FP-Rh probe fluorescence polarization. inhibition, % at 5.9 µM. 320,000 compounds, 0.53% hits. AID 2130;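 active = inhibition above the campaign mean of all compounds plus 3 SD, cut at about 26% in these data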;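 note: competitive labeling of PME-1 active site by serine hydrolase directed probe; 0% = PME-1 with DMSO and 100% = wells lacking PME-1 enzyme; inhibitors block probe labeling so polarization falls and inhibition rises; many of its hits are not listed in these tables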
Fam108B inh – counter-screen for RBBP9 inhibitors: inhibitors of mouse Fam108B; recombinant Fam108B, FP-Rh probe fluorescence polarization; inhibition, % at 9.51 µM; 300,000 compounds, 0.33% hits;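 active = inhibition above the screen mean inhibition plus 3 SD, computed separately per campaign, cut at about 18% in these data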;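 note: inhibitors lower polarization as less probe binds the enzyme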
MEX-5 binding – C. elegans MEX-5 TCR-2 RNA binding activity. Q9XUB2. MEX-5/FITC-TCR2 RNA binding, fluorescence polarization; stronger effect = lower value. activity score (negative = inhibition of binding), % at 10 µM. 300,000 compounds, 0.38% hits. AID 1832;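 active = inhibition past about -25% in most replicates, and total fluorescence under double the plate's negative control median, limit read from the data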;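 note: 0% = DMSO and -100% = 5 µM competing unlabeled TCR2 RNA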
Target sequence (Q9XUB2 whole entry, looked up): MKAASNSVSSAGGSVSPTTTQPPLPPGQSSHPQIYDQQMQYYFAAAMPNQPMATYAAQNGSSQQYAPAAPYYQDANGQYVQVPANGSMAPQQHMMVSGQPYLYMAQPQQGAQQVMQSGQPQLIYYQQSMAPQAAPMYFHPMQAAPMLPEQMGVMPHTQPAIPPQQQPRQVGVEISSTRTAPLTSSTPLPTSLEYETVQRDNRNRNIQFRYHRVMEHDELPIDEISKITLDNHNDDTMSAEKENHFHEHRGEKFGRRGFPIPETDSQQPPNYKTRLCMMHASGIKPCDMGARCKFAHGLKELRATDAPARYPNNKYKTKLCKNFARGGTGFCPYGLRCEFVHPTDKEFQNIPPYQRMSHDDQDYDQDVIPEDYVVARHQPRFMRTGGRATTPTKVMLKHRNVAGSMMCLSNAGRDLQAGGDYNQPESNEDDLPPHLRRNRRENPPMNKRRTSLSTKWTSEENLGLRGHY
MCL1-BIM inh – disrupts human MCL1 binding to BIM-BH3 peptide | Q07820 | GST-MCL1 / FITC-Bim-BH3 fluorescence polarization | inhibition, % at 10.9 µM | 320,000 compounds, 0.68% hits | AID 2057;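 active = inhibition above the mean inhibition of all tested compounds plus 3 SD, set per campaign, cut at about 40% in these data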;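 note: 0% = DMSO wells and 100% = unlabeled Bim-BH3 peptide control; higher means more loss of mP so more displacement of Bim peptide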
Target sequence (Q07820 whole entry, looked up): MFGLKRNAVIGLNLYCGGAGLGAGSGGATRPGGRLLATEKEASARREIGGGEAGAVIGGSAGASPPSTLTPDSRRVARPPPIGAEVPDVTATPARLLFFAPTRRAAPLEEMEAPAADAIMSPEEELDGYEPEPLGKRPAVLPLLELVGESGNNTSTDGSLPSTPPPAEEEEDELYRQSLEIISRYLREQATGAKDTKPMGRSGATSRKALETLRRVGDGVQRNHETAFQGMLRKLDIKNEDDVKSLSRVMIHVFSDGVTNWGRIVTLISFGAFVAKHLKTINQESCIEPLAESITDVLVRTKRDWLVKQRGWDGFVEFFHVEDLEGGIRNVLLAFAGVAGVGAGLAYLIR
TPT1 inh – C. albicans TPT1 enzyme inhibition. recombinant caTPT1, FP RNA substrate dephosphorylation. inhibition, % at 5 µM. 300,000 compounds, 0.81% hits;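 active = inhibition above the mean of all tested compounds plus 3 SD, set per screening campaign, cut at about 24% in these data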;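 note: plate controls were DMSO alone for no effect and ferristatin control at 100 nM for full effect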
GSTO1 counter – blocks human GSTO1 in RBBP9 counter-screen | P78417 | recombinant GSTO1, activity-based probe fluorescence polarization | inhibition, % at 5.96 µM | 300,000 compounds, 1.1% hits;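 active = inhibition above the campaign mean inhibition plus 3 SD, cut at about 35% in these data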;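 note: 0% = GSTO1-1 with DMSO and 100% = wells lacking GSTO1-1 enzyme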
Target sequence (P78417 whole entry, looked up): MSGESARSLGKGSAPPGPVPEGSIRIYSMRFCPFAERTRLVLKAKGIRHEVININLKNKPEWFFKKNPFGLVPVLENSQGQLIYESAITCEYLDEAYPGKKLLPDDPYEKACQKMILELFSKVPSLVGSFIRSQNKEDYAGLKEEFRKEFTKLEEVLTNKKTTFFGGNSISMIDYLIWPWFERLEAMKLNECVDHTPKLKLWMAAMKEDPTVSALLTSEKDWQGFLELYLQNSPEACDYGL
PAD4 inh – blocks human protein arginine deiminase 4 | recombinant PAD4, RCA probe fluorescence polarization | 330,000 compounds, 0.41% hits | inhibition, % at 6.36 µM | Q9UM07 | AID 485272;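 active = percent inhibition above a cutoff equal to the mean of all tested compounds plus 3 SD, cut at about 15% in these data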;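 note: 0% = PAD4 with RCA probe and DMSO and 100% = probe without PAD4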
* = called active by the depositor; x = no result given. The list is partial, so the mix of outcomes need not match the whole.

Screens in order: BCLXL inh | GLD-1 TGE inh | PME-1 inh | Fam108B inh | MEX-5 binding | MCL1-BIM inh | TPT1 inh | GSTO1 counter | PAD4 inh
> O=C(CN1C(=O)NC2(CCSC2)C1=O)N1CCN(c2ccc(F)cc2)CC1 (configuration not stated)
 : -7 | -7 | 5 | 1 | -2.2 | -7 | 3 | 3 | -8
> O=C(COC(=O)c1cc([N+](=O)[O-])ccc1N1CCOCC1)Nc1ccccc1OC(F)F
 : 4 | -6 | 4 | 2 | 2.1 | 6 | -3 | 4 | 1
> COc1cc(NC(=O)c2cc(C)no2)cc(OC)c1OC
 : 0 | 2 | -3 | 0 | -2.3 | -5 | 0 | -2 | 2
> COc1ccc(C2=NS(=O)(=O)N(C)C(C(=O)NC3CCCCC3)=C2)cc1
 : -7 | -4 | 2 | -1 | 0.2 | -7 | 1 | -5 | -5
> CCOc1ccc(NC(=O)NCc2ccco2)cc1
 : 0 | 3 | 9 | 2 | -2.1 | 4 | 3 | -1 | 0
> O=S(=O)(Cc1ccccc1)Nc1ccc(S(=O)(=O)NCC2CCCO2)cc1 (configuration not stated)
 : 0 | 13 | -7 | 2 | -0.7 | 1 | 0 | 0 | -1
> Cc1ccc(N2C(=O)c3ccccc3C2Nc2ccc(S(=O)(=O)N3CCOCC3)cc2)nc1 (configuration not stated)
 : 7 | 1 | 0 | -1 | 0.4 | 2 | -2 | 3 | -3
> COc1ccc(NC(=O)CSc2nc3c(c(=O)n2-c2ccccc2OC)SCC3)cc1
 : 0 | -2 | 5 | -3 | 2.5 | 0 | -1 | 5 | -5
> COc1cccc(C(=O)Nc2ccc(N3CCN(S(C)(=O)=O)CC3)cc2)c1
 : 0 | 3 | -1 | -2 | -3.3 | 3 | 4 | 6 | 0
> Cc1cccc(C(=O)NC2CC3CCCC(C2)N3Cc2ccccc2)c1 (configuration not stated)
 : 2 | 4 | -1 | -2 | -1.7 | 0 | 0 | -2 | 1
> CCn1c(=O)c(CCC(=O)NCCN2CCOCC2)c(C)c2c(C)nn(-c3cccc(C)c3)c21
 : 8 | -3 | 2 | 1 | -0.3 | 6 | 2 | 2 | -3
> Cc1cc(C)nc(SC(C)CNS(=O)(=O)c2ccccc2)n1 (configuration not stated)
 : 6 | 9 | -1 | -2 | x | -5 | -2 | 1 | -5
> CCNC(=O)CN(CCc1ccccc1)S(=O)(=O)c1ccc(OC)cc1
 : 5 | 3 | -5 | 3 | 0.4 | 3 | 2 | -1 | 5
> CCCCNC(=O)NNC(=O)c1ccoc1C
 : 2 | -3 | -6 | 1 | 1.3 | 7 | -2 | 4 | 1
> CCOC(=O)CCCSc1nc2sc3c(c2c(=O)[nH]1)CCC3
 : -2 | 8 | -13 | -1 | 1.7 | -5 | 2 | -31 | -5

Continuation:
Screens in order: BCLXL inh | GLD-1 TGE inh | PME-1 inh | Fam108B inh | MEX-5 binding | MCL1-BIM inh | TPT1 inh | GSTO1 counter | PAD4 inh
> COc1ccc(C)cc1-n1nnnc1SCc1nc2ccccc2c(=O)[nH]1
 : -4 | -8 | 3 | 0 | -1.5 | 8 | -1 | 1 | -1
> CN(c1ccc(Br)cc1)S(=O)(=O)c1ccc2[nH]cc(C(=O)NCCN3CCOCC3)c(=O)c2c1
 : 7 | 2 | 2 | -4 | 2.0 | 4 | 0 | -20 | 5
> COc1ccc(NC(C)=O)cc1S(=O)(=O)Nc1ccccc1C(=O)NCCc1ccccc1
 : 2 | 5 | 6 | -10 | -3.0 | 1 | -4 | 7 | 0
> Cc1ccc(N2C(=O)C3C4C=CC(CNC(=S)Nc5ccc(F)cc5)(O4)C3C2=O)cc1 (configuration not stated)
 : 9 | 0 | -5 | -1 | -2.0 | 11 | -2 | 9 | 5
> CN(C)S(=O)(=O)c1cc(NC(=O)c2cc(=O)c3ccccc3o2)ccc1Cl
 : 9 | 4 | -7 | -7 | 2.1 | 7 | 0 | -21 | -4
> Cc1ccn(C(=O)c2ccc(NC(=O)C3CCCCC3)cc2)n1
 : 8 | -2 | 15 | 6 | -0.5 | 9 | -6 | -11 | -1
> COc1c(Cl)cnn(-c2ccccc2)c1=O
 : 2 | 9 | -4 | 1 | -0.2 | 2 | 1 | -3 | -3
> CN(C)S(=O)(=O)N1CCN(CC(=O)Nc2ccc(Br)cc2)CC1
 : 1 | -1 | 0 | 1 | 0.4 | 0 | 1 | -5 | -2
> CCN(C(=O)Cc1cccs1)c1nnc(-c2cc(OC)c(OC)c(OC)c2)s1
 : 3 | -5 | 1 | 2 | -1.3 | 0 | -1 | -7 | -5
> O=C(CSc1nc2ccccc2[nH]1)N1CCCCC1
 : -6 | 0 | 0 | 5 | -0.9 | 2 | -2 | 7 | 3
> COc1ccc(NC(=O)Cn2c(=O)n(CC(=O)NCc3ccco3)c(=O)c3ccccc32)cc1
 : 1 | 1 | -6 | -17 | 0.1 | -8 | -3 | -4 | 0
> CSc1nc(N)nc(-c2cccs2)c1C#N
 : -6 | -10 | -6 | -5 | 1.3 | -4 | 4 | -13 | 0
> Cc1ccc(F)cc1NCC(=O)Nc1ccc(Cl)cc1F
 : -5 | 8 | 0 | -1 | x | -3 | -1 | 1 | 3
> O=S(=O)(NCc1ccc(F)cc1)c1cc(Br)ccc1Br
 : 0 | 13 | 3 | x | x | -1 | x | x | 0
> Cc1ccc(N(Cc2ccco2)C(=O)c2cccc(S(=O)(=O)N(C)C)c2)cc1
 : 6 | 3 | 4 | -1 | 1.4 | 4 | -8 | 4 | 4

A second format for 4 compounds above:
Cc1ccn(C(=O)c2ccc(NC(=O)C3CCCCC3)cc2)n1
- BCLXL inh: 8
- GLD-1 TGE inh: -2
- PME-1 inh: 15
- Fam108B inh: 6
- MEX-5 binding: -0.5
- MCL1-BIM inh: 9
- TPT1 inh: -6
- GSTO1 counter: -11
- PAD4 inh: -1

CN(c1ccc(Br)cc1)S(=O)(=O)c1ccc2[nH]cc(C(=O)NCCN3CCOCC3)c(=O)c2c1
- BCLXL inh: 7
- GLD-1 TGE inh: 2
- PME-1 inh: 2
- Fam108B inh: -4
- MEX-5 binding: 2.0
- MCL1-BIM inh: 4
- TPT1 inh: 0
- GSTO1 counter: -20
- PAD4 inh: 5

O=S(=O)(NCc1ccc(F)cc1)c1cc(Br)ccc1Br
- BCLXL inh: 0
- GLD-1 TGE inh: 13
- PME-1 inh: 3
- Fam108B inh: x
- MEX-5 binding: x
- MCL1-BIM inh: -1
- TPT1 inh: x
- GSTO1 counter: x
- PAD4 inh: 0

COc1ccc(NC(C)=O)cc1S(=O)(=O)Nc1ccccc1C(=O)NCCc1ccccc1
- BCLXL inh: 2
- GLD-1 TGE inh: 5
- PME-1 inh: 6
- Fam108B inh: -10
- MEX-5 binding: -3.0
- MCL1-BIM inh: 1
- TPT1 inh: -4
- GSTO1 counter: 7
- PAD4 inh: 0

The listing continues:
Screens in order: BCLXL inh | GLD-1 TGE inh | PME-1 inh | Fam108B inh | MEX-5 binding | MCL1-BIM inh | TPT1 inh | GSTO1 counter | PAD4 inh
> O=c1[nH]cnc2c1sc1nc3c(c(-c4ccc(Cl)cc4)c12)CCC3
 : 15 | -1 | -6 | -5 | -3.6 | 5 | -5 | 1 | -6
> COc1ccccc1CNC(=O)CSc1ncc(C(=O)Nc2ccccc2)c(=O)n1C
 : 4 | 5 | -7 | -3 | 0.5 | 4 | 4 | 3 | -1
> COC(=O)[C@H](CCSC)NC(=O)c1cc2c(cn1)[nH]c1ccccc12
 : 8 | -2 | 2 | 0 | -1.6 | 7 | -2 | 0 | 0
> COc1cccc(CNC(=O)COC(=O)c2cc(Br)c(Br)s2)c1
 : -7 | 1 | -8 | x | x | -18 | x | x | 3
> COc1ccc(Oc2nnc(-c3ccccc3)cc2C#N)cc1
 : 2 | 4 | -8 | 2 | 1.2 | 15 | 1 | 3 | -2
> COc1ccc(-n2nc(C)c3onc(C)c3c2=O)cc1
 : 0 | -1 | 4 | 3 | 1.7 | -8 | 0 | 6 | -5
> O=S(=O)(c1cccc(F)c1)N1CCN(c2ncnc3scc(-c4ccc(F)cc4)c23)CC1
 : 3 | 8 | -4 | -3 | 0.4 | 2 | 3 | -24 | -4
> CCOc1ccc(N(CC(=O)Nc2cccc(OC)c2)S(=O)(=O)c2c(C)noc2C)cc1
 : 1 | 10 | 2 | -2 | 0.2 | 2 | 0 | -8 | 3
> COC(=O)c1ccc(OCc2cc(=O)n3ccsc3n2)cc1
 : 10 | 8 | -2 | -2 | -0.2 | 4 | -6 | 7 | -1
> O=C(c1ccco1)N1CCN(c2nc(-c3ccc(F)cc3)cs2)CC1
 : 4 | 4 | 1 | -2 | -2.0 | 4 | 0 | -1 | -2
> COc1ccc(N(C(=O)CNC(=O)c2ccco2)C(C(=O)NCC2CCCO2)c2ccccc2)cc1OC (configuration not stated)
 : 5 | 3 | -1 | -3 | 1.0 | 6 | -2 | 3 | -2
> O=C1CC(N2CCN(C/C=C/c3ccccc3)CC2)C(=O)N1Cc1cccs1 (configuration not stated)
 : 7 | 0 | -7 | 8 | 2.4 | 12 | -3 | 13 | 2
> Cc1ccc2nc3c(nc2c1C)CCCC3
 : 3 | -4 | -3 | -3 | 1.5 | 3 | -1 | -3 | 3
> CCN(C(=O)c1cc(Cl)ccc1OC)c1ccccc1
 : 2 | 7 | 0 | -1 | -0.9 | -2 | 1 | -6 | 5
> Cc1ccccc1CNC(=O)C(=O)NCC1OCCCN1S(=O)(=O)c1cccs1 (configuration not stated)
 : 3 | 3 | -1 | 2 | 2.5 | -1 | -1 | 0 | -3

Next part.
canonical_smiles,BCLXL inh,GLD-1 TGE inh,PME-1 inh,Fam108B inh,MEX-5 binding,MCL1-BIM inh,TPT1 inh,GSTO1 counter,PAD4 inh
O=C(NCc1ccco1)C1CCN(S(=O)(=O)c2ccccc2C(F)(F)F)CC1,3,8,0,x,x,2,x,x,-1
CCC(=O)N(Cc1ccco1)Cc1cc2cccc(C)c2n2nnnc12,4,-7,4,0,3.4,5,-3,-11,-1
CCN1CCN(CCOc2ccc(Cl)cc2)CC1,3,0,1,-2,-1.7,-5,0,4,1
O=[N+]([O-])C(=c1ccc2c(c1)N1C3=C(CCCC3)CC3CCCCC31N=2)[N+](=O)[O-] (configuration not stated),12,9,-2,7,0.1,16,0,35*,1
CC(=O)Nc1ccc(S(=O)(=O)N(C)CC(=O)OC(C)C(=O)N(C)C2CCCCC2)cc1 (configuration not stated),-7,-1,-3,2,0.5,-14,0,-4,0
CN(C)c1ccc(CNC(=O)CCS(=O)(=O)c2ccc3c(c2)oc(=O)n3C)cc1,8,-2,2,0,-2.3,-3,4,-4,-4
Cc1ccc(/C=N/NC(=O)Cn2nc(C)c(Br)c2C)o1,3,-6,4,-4,0.1,14,-2,0,-1
CC(=O)Nc1cccc(OCC(=O)NC(C)c2ccc3ccccc3c2)c1 (configuration not stated),2,-2,4,1,0.2,-1,1,2,-4

High-throughput results: PubChem, several laboratories
